Source: PubChem BioAssay (several laboratories)
Mac1 fbg enh – increases human CD11b/CD18 adhesion to fibrinogen. P05107+P11215. K562 CD11b/CD18 adhesion to fibrinogen, ATPlite luminescence. activation, % at 10 µM. actives 0.07% (n = 93,000). AID 1499;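 active means 10 µM primary screen giving 50% or more activity, confirmed by 40% or more on retest at that dose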; further: strong numbers were not always called active
PLK1 PBD inh – Plk1 (human) PBD binding inhibition; actives 0.13% (n = 97,000); inhibition, %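 (tested at about 20 µM)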; Plk1 PBD phosphopeptide binding, fluorescence polarization; in the data active means inhibition above about 34%, passing the limit was not always enough
ERb SRC1 inh – blocks coactivator binding to human estrogen receptor beta; Q92731; TR-FRET ER-beta LBD / SRC1-Cy5 peptide binding; receptor agonist-loaded with 1 µM estradiol; inhibition, % at 25.6 µM; actives 1.3% (n = 86,000); AID 633;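 active means compounds whose percent inhibition of the receptor-coactivator binding signal exceeds about 50% in the single-dose screen, limit read from the data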;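 further: 0% = receptor plus peptide wells without compound and 100% = peptide-only wells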
FAK blocker – blocks human focal adhesion kinase activity. Q05397. biochemical FAK kinase activity assay. inhibition, %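 (tested at 7 µM)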. actives 0.84% (n = 97,000). AID 727; in the data active means inhibition above about 19%;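 further: 0% = DMSO and 100% = reference compound high control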
HIV Rev-RRE inh – inhibitors of HIV-1 Rev-RRE RNA interaction; P05866; Rev peptide-RRE RNA binding, FRET; inhibition, % at 8 µM; actives 0.79% (n = 97,000); AID 704;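 active means inhibition above the screen-wide mean plus 3 SD, cut at about 35% in these data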;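 further: 0% = median DMSO wells and 100% = median Neomycin B control wells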
Target sequence (P05866 whole entry, looked up): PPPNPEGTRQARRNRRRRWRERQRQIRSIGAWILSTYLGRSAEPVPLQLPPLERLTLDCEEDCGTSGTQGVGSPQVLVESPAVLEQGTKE
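Assay system: labelled RRE RNA duplex and labelled Rev peptide / Medium: HEPES pH 7.5 salt buffer with EDTA / Reagent: labelled Rev peptide / Schedule: 5 + 15 min at 25 °C / Signal: FRET, excitation 480 nm, emission 540 nm donor and 671 nm acceptor / Benchmarks: DMSO and neomycin B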
CD11b adhes inh – inhibitors of human CD11b/CD18 binding to fibrinogen | P05107+P11215 | K562 CD11b/CD18 adhesion to fibrinogen, ATPlite luminescence; Mn2+ added to activate the integrin | inhibition, % at 10 µM | actives 0.54% (n = 93,000);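 active means primary inhibition of 50% or more at 10 µM, then 40% or more on retest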; further: some results filed as inactive read as strong as hits
PLK1 inh – blocks human PLK1 kinase activity; recombinant PLK1 kinase, TR-FRET peptide phosphorylation; P53350; inhibition, % at 10 µM; AID 619; actives 0.53% (n = 97,000);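 active means inhibition of 50% or more in the single-concentration screen; inactive means inhibition below 50%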;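 further: 0% = DMSO max control and 100% = H-89 dihydrochloride min control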
ERa SRC1 inh – ER-alpha (human) coactivator binding inhibition. actives 1.7% (n = 86,000). inhibition, % at 25.6 µM. AID 629. P03372. TR-FRET ER-alpha LBD / SRC-1 peptide, estradiol-bound; in the data active means inhibition above about 50%;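 further: 0% = receptor plus peptide control and 100% = peptide only without receptor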
Target sequence (P03372 whole entry, looked up, the tested form may be a part): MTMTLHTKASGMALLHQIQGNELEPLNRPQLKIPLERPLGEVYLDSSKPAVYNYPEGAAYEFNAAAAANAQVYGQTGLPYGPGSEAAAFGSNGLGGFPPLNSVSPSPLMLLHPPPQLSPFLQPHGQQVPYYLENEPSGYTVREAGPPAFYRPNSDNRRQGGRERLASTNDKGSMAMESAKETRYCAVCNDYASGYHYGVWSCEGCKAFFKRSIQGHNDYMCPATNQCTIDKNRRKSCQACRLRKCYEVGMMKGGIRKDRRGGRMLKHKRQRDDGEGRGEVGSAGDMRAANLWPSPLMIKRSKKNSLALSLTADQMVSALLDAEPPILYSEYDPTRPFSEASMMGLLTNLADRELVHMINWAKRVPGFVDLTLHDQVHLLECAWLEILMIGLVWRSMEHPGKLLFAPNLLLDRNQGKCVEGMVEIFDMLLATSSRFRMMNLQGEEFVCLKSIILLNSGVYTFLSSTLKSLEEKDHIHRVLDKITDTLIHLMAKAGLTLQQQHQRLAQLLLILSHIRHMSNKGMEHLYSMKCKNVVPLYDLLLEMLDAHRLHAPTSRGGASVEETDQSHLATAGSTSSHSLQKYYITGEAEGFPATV
ERa coact pot – enhances coactivator binding to human estrogen receptor alpha | P03372 | TR-FRET ERalpha-LBD/SRC-Cy5 coactivator binding, 2 h; 100 = basal binding, no effect | coactivator binding (% of control), % at 25.6 µM | actives 1.3% (n = 86,000) | AID 639; in the data active means activity above about 200%;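 further: binding measured in presence of low estradiol as agonist stimulus; 0% = peptide alone without receptor and 100% = receptor with peptide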
The depositor's hits bear a star; · = not tested or not shown; [ ] = dose if it differs, or a comment.

FAK blocker | PLK1 inh | Mac1 fbg enh | ERa SRC1 inh | ERb SRC1 inh | PLK1 PBD inh | ERa coact pot | HIV Rev-RRE inh | CD11b adhes inh | SMILES
0 | -2 | 2 | 0 | -7[fluorescence artefact?] | 2 | 114 | 9 | -4 | CCOc1ccc(C(=O)N(Cc2ccc(OC)cc2)Cc2cc3cc(OC)ccc3[nH]c2=O)cc1
-6 | -14 | -3 | -6 | -8 | -9 | 143 | 2 | -1 | O=C(Cn1nc(Cc2cccnc2)c2ccccc2c1=O)Nc1ccc2c(c1)OCO2
-3 | -3 | -3 | · | · | -9 | · | 5 | -5 | CCn1cc(/C=C/C(=O)NCc2c(C)nn(C)c2C)cn1
· | · | -1 | -6 | -11 | · | 98 | · | -11 | CC12CN3CC(C)(CN(C1)C31C(=O)N(Cc3ccccc3)c3ccccc31)C2=O (stereo not drawn)
3 | 32 | · | -3 | -7[fluorescence artefact?] | 9 | 132 | 6 | · | CCN(CC)C(=O)CN(c1cc(Cl)ccc1OC)S(C)(=O)=O
0 | -10 | · | · | · | 35 | · | -2 | · | Cc1ccc(Nc2ccc(-n3ccnc3)nn2)cc1C
-2 | -7 | -2 | 0 | -9 | 2 | 113 | 8 | -10 | C=CCOc1ccc(CN(C)CC(=O)N(CC(C)C)c2c(N)n(CC(C)C)c(=O)[nH]c2=O)cc1
2 | -11 | 0 | -2 | -2 | -33 | 86 | 12 | -11 | FC(F)Sc1ccc(N=C2NN=C(c3ccc4c(c3)OCCO4)CS2)cc1
-2 | -9 | · | -1 | -3 | -28 | 110 | 2 | · | O=c1oc2c(CN3CCOCC3)c(O)ccc2c2ccccc12
-4 | 2 | -2 | 2 | 3 | 10 | 108[fluorescence artefact?] | 8 | 9 | OC(C#Cc1ccccn1)c1cccs1 (stereo not drawn)
0 | -5 | 3 | 3 | 1 | -7 | 115 | 4 | -9 | O=C(O)c1cccc(CN2C(=O)CSC2=O)c1
0 | -3 | 1 | -6 | -7 | -7 | 106 | 4 | 0 | Nc1nc(-c2cccnc2)nn1C(=O)c1ccco1
1 | -5 | · | -7 | -13 | -3 | 108 | 3 | · | CCC(c1nnnn1CCOC)N1CCN(Cc2ccccc2)CC1 (stereo not drawn)
-5 | -2 | 0 | 2 | 0 | -3 | 116 | -1 | 2 | CCCC(N)CCCCCC(=O)O (stereo not drawn)
14 | -1 | -2 | · | · | 3 | · | -14 | -13 | Oc1ccc(N=Nc2c(O)ccc3ccccc23)cc1
-5 | -13 | 2 | 1 | 5 | 0 | 92[fluorescence artefact?] | -4 | -8 | COc1ccc(OC)c(C(c2nnnn2CC2CCCO2)N2CCN(C)CC2)c1 (stereo not drawn)
1 | -15 | 24 | -1 | -14 | 9 | 108 | 2 | 6 | CCc1ccc(OCc2nnc(NC(=O)c3cccs3)s2)cc1
6 | -14 | -2 | -5 | -9 | 2 | 85[fluorescence artefact?] | 6 | 17 | Cc1nc(NS(=O)(=O)c2ccccc2C)c2c3c(sc2n1)CCC3
-4 | -9 | -5 | 5 | 1 | -2 | 92 | 0 | 70* | Cc1nnc(NC(=O)c2sc3ccccc3c2Cl)s1
-5 | -13 | · | 1 | 7 | 9 | 90[fluorescence artefact?] | 10 | · | COc1ccc(N(CC(=O)NCc2cccc(OC)c2)S(=O)(=O)c2c(C)noc2C)cc1
-1 | -8 | · | -4 | -10 | -15 | 116 | 7 | · | NC(=O)C1CCN(C(=O)CN2C(=O)c3ccccc3S2(=O)=O)CC1
-1 | -9 | 2 | 1 | 3 | -13 | 103 | 7 | -3 | CCOC(=O)N1CCN(CC(O)COCc2ccc(Cl)cc2)CC1 (stereo not drawn)
0 | -10 | -3 | -6 | -4 | -12 | 109 | 8 | -15 | COc1cccc(NC(=O)c2cccnc2)c1
1 | -11 | -3 | · | · | -19 | · | 3 | -3 | CC(Nc1ccccc1)C(=O)Nc1ccc(F)cc1 (stereo not drawn)
5 | -4 | · | · | · | 17 | · | -1 | · | O=C(/C=C/c1ccco1)NC(=S)Nc1ccc(N2CCOCC2)c(Cl)c1
-1 | -7 | · | -17 | 6 | 9 | 111 | 8 | · | COc1ccccc1CNC(=O)CCn1c(=O)sc2ccccc21
-2 | -4 | 2 | -9 | -5 | 2 | 97 | 4 | 7 | c1ccc(OCCOCCN2CCOCC2)cc1
-2 | -11 | 0 | 2 | 8 | 1 | 90 | 4 | 7 | Cc1cc(C(F)F)n2ncc(C(=O)NCc3ccccc3)c2n1
5 | -9 | · | 36[fluorescence artefact?] | 48 | 5 | 132 | 2 | · | COc1ccc2c(c1)c(=O)oc1cc(OCC(=O)N3CCCC(C)C3)ccc12 (stereo not drawn)
· | · | -2 | 45 | 45[fluorescence artefact?] | · | 34 | · | 9 | CC(=O)N=c1sc2nc3ccccc3nc2n1N(C(C)=O)C(C)=O
3 | -5 | 6 | · | · | -12 | · | 4 | -4 | O=C(Nc1cccc(-c2cn3cccnc3n2)c1)c1ccc(Br)o1
-4 | -8 | -5 | · | · | -5 | · | 1 | 10 | CSc1c(CC(=O)Nc2ccccc2Cl)n(Cc2ccccc2)c2ccccc12
-2 | -12 | -4 | 9 | 1[fluorescence artefact?] | 24 | 112 | 0 | -5 | CC(C)C(C(=O)NC(C)(C)C)N1C(=O)c2ccccc2C1=O (stereo not drawn)
0 | -1 | 2 | 4 | 3 | 14 | 107 | 3 | 2 | CCOC(=O)c1cccc(NC(=O)CSc2nnc(-c3cccnc3)n2CC)c1
-4 | -8 | -2 | -3 | 3 | -13 | 111 | 41* | -10 | CCOC(=O)N1CCN(S(=O)(=O)c2ccc3c(c2)oc(=O)n3C)CC1
1 | 1 | 3 | 2[fluorescence artefact?] | 4[fluorescence artefact?] | -30 | 118 | -2 | -9 | Cc1ccc2c(CN3CCN(Cc4ccc5c(c4)OCO5)CC3)cc(=O)oc2c1C
18 | -11 | -7 | · | · | -25 | · | 3 | 14 | COc1cc2ncnc(NCc3ccc(C)cc3)c2cc1OC
-6 | -1 | -1 | -4[fluorescence artefact?] | -10 | -7 | 99 | 7 | 2 | O=S(=O)(Nc1ccc2nc(C(F)(F)F)[nH]c2c1)c1ccccc1
0 | -6 | -6 | -2 | -2 | -19 | 114[fluorescence artefact?] | 3 | 0 | COc1cccc(NC(=O)N2CCN(c3ccc(C(F)(F)F)cn3)CC2)c1
2 | -17 | · | -5 | -9 | 8 | 144 | 4 | · | Cc1ccc(CNC(=O)CCc2c(C)nc3ncnn3c2C)cc1
7 | 66* | -2 | -3 | 4 | -15 | 158 | 4 | -1 | COc1ccc(S(=O)(=O)Cc2ccc(C(=O)N3CCN(c4ccccn4)CC3)o2)cc1
2 | 0 | -5 | -4 | 2 | -14 | 84 | 15 | 14 | CCOC(=O)c1c(NC(=O)c2ccc(C)cc2)sc2c1CC(C)(C)OC2
-6 | 3 | -4 | 5[fluorescence artefact?] | 4[fluorescence artefact?] | 10 | 101[fluorescence artefact?] | -1 | 7 | CCCn1c(SCC(=O)c2cc(OC)ccc2OC)nnc1-c1ccco1
0 | -6 | -2 | -20 | -14 | -11 | 110 | 3 | -10 | Clc1ccc(COc2ccccn2)c(Cl)c1
2 | -4 | -3 | · | · | -1 | · | 21 | 1 | COc1cccc(C(C)NC(=O)Nc2cccc(C(F)(F)F)c2)c1 (stereo not drawn)
-5 | 2 | -2 | -6 | -6 | 36 | 103 | 3 | -3 | COc1cccc(C(=O)NCc2n[nH]c(=S)n2-c2cccc(C)c2)c1
7 | -7 | · | · | · | 4 | · | 8 | · | CC12CN3CC(C)(CN(C1)C3c1ccccc1Cl)C2O (stereo not drawn)
· | · | -2 | 3[fluorescence artefact?] | -34 | · | 88 | · | -12 | c1ccc2sc(Cc3nnc4n3CCCCC4)nc2c1
· | · | -4 | -1 | -15 | · | 104 | · | -2 | O=C(c1ccccc1-c1nc2ccccc2[nH]1)N1CCOCC1
1 | -246 | · | -9 | -5[fluorescence artefact?] | 20 | 129 | -4 | · | CCC1CCCCN1CCCNC(=O)Cn1nc(-c2ccc(C)cc2)ccc1=O (stereo not drawn)

Carrying on:
FAK blocker | PLK1 inh | Mac1 fbg enh | ERa SRC1 inh | ERb SRC1 inh | PLK1 PBD inh | ERa coact pot | HIV Rev-RRE inh | CD11b adhes inh | SMILES
0 | -10 | 3 | 0 | -10 | 28 | 122 | 2 | -12 | CC1CCCN(C(=O)c2cc(F)c(F)cc2Cl)C1 (stereo not drawn)
3 | -5 | -2 | 15 | 10 | -25 | 44 | 8 | -3 | N#Cc1c(N)c(C#N)c(-c2ccc(O)cc2)c2c1CCCC2
-1 | -4 | · | -7 | -3 | -19 | 111 | 6 | · | CCCCOC(=O)C1=C(C)Nc2ncnn2C1c1cccc(OC)c1OC (stereo not drawn)
-6 | -4 | 0 | 3 | -7 | 6 | 71 | 10 | 3 | c1ccc(Cn2nnc3c(N4CCCCCC4)ncnc32)cc1
-1 | -6 | 0 | -9 | -11[fluorescence artefact?] | -1 | 98 | -3 | -2 | Cc1ccc(OCc2nnc(NC(=O)OCC(C)C)s2)cc1
1 | -7 | · | 15 | 17 | -4 | 125 | 6 | · | Cc1ccc(S(=O)(=O)CC#CCOC(=O)c2ccc([N+](=O)[O-])cc2)cc1
-1 | -12 | · | -10 | -9 | -2 | 99 | -2 | · | COc1ccc(NC(=O)NC2CC3CCCC(C2)N3Cc2ccccc2)cc1 (stereo not drawn)
5 | -3 | 2 | -11 | -24 | 0 | 78 | -6 | 30 | Cn1c(=O)c2c3c(sc2n2c(SCC(N)=O)nnc12)CC(C(C)(C)C)CC3 (stereo not drawn)
-1 | -10 | -4 | 0 | -2 | -16 | 91 | -5 | 8 | CCC(C(=O)N1CCN(C(=O)c2ccco2)CC1)c1ccccc1 (stereo not drawn)
-2 | -9 | 1 | -15 | 20 | 19 | 100[fluorescence artefact?] | 0 | -33 | Cc1cc(C)n(C(=O)c2ccc(S(=O)(=O)N3CCCC3)cc2)n1

Retrieved by compound from above, three records:
FAK blocker | PLK1 inh | Mac1 fbg enh | ERa SRC1 inh | ERb SRC1 inh | PLK1 PBD inh | ERa coact pot | HIV Rev-RRE inh | CD11b adhes inh | SMILES
-1 | -12 | · | -10 | -9 | -2 | 99 | -2 | · | COc1ccc(NC(=O)NC2CC3CCCC(C2)N3Cc2ccccc2)cc1 (stereo not drawn)
-1 | -10 | -4 | 0 | -2 | -16 | 91 | -5 | 8 | CCC(C(=O)N1CCN(C(=O)c2ccco2)CC1)c1ccccc1 (stereo not drawn)
-1 | -4 | · | -7 | -3 | -19 | 111 | 6 | · | CCCCOC(=O)C1=C(C)Nc2ncnn2C1c1cccc(OC)c1OC (stereo not drawn)

(list continues)
FAK blocker | PLK1 inh | Mac1 fbg enh | ERa SRC1 inh | ERb SRC1 inh | PLK1 PBD inh | ERa coact pot | HIV Rev-RRE inh | CD11b adhes inh | SMILES
· | · | 1 | 1[fluorescence artefact?] | -8[fluorescence artefact?] | · | 102 | · | 3 | O=S(=O)(c1ccc(S(=O)(=O)N(Cc2ccc(F)cc2)C2CCCC2)cc1)N1CCCC1
· | · | 1 | 9 | 1 | · | 39 | · | 17 | O=C(O)C1CC=CCC1C(=O)N1CCN(c2nc(-c3ccccc3Cl)c3cc(Br)ccc3n2)CC1 (stereo not drawn)
2 | 0 | 0 | -1 | -7 | 0 | 109 | 2 | 1 | COc1ccccc1CNC(=O)CCc1nc2ccccc2c(=O)[nH]1
-1 | -6 | · | -16 | -21[fluorescence artefact?] | -17 | 101 | 1 | · | O=C(NCC(c1cccnc1)N1CCN(c2ccccc2)CC1)c1ccco1 (stereo not drawn)
